Screening results from PubChem.
RXFP1 antag: RXFP1 (human) relaxin receptor antagonism. Q9HBX9. HEK293-RXFP1, relaxin-stimulated cAMP HTRF, 30 min; stronger effect = lower value. activity change, negative = inhibition, % at 57.5 µM. hit rate 0.59% among 350,000. AID 1259400;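 active = activity change of -60% or lower, but not beyond a set lower limit; inconclusive = change between -60% and -40%, or beyond the set limit; inactive = change above -40%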; also: % is scaled to controls: 0 for no effect and ±100 for the full control effect
Target sequence (Q9HBX9 whole entry, looked up): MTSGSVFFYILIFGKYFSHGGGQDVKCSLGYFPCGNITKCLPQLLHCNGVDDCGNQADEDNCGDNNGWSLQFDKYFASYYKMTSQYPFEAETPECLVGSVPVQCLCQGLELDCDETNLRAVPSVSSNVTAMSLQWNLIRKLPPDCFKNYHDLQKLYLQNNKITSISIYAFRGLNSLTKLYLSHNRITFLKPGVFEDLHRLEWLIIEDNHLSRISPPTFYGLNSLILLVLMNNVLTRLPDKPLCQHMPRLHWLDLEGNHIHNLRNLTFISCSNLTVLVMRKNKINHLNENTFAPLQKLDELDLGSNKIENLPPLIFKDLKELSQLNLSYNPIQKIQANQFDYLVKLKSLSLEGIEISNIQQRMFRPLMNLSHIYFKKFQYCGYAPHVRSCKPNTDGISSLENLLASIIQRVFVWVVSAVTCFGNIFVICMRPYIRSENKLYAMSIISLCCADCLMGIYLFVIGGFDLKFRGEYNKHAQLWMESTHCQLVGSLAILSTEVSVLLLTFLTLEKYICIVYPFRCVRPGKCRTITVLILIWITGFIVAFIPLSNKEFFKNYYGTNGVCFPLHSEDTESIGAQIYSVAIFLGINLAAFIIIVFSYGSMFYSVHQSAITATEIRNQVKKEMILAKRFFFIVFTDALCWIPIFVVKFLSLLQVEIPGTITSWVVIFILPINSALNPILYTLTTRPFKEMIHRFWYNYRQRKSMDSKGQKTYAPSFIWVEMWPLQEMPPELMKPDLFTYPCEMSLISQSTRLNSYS
Tb PGK inh: T. brucei PGK inhibition; PGK/GAPDH coupled, Kinase-Glo luminescence, 60 min; AID 602233; P07378; hit rate 0.043% among 380,000; Potency, µM (doses to about 57.5 µM), for inactives: top-dose activity change, negative = inhibition, actives largely listed as inhibitors; also: potency is read from the fitted curve at half-maximal effect; % is scaled to controls: 0 for no effect and ±100 for the full control effect; nearly all actives have a fitted effect of over 60% in size
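Luminescent ATP detection (Kinase-Glo Plus) follows a 60-minute room-temperature incubation, with wells lacking PGK as controls. Buffer: 100 mM TEA (pH 7.6), 5 mM MgCl2, 0.01% Tween-20. Coupling enzyme GAPDH (100 nM final) supplies unstable 1,3-BPG in-well.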
Pol iota inh: DNA polymerase iota (human) inhibition; Potency, µM (titrated, usually from 115 µM), inactives show at the top dose activity, negative = inhibition, hits mostly inhibitors; Pol iota fluorescent replication assay, 10 min; Q9UNA4; hit rate 1% among 390,000; also: potency is read from the fitted curve at half-maximal effect
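Pol iota at 10 nM preincubated 15 min with compounds at room temperature; reaction started with fluorescent substrate, 50 nM final. Fluorescence read kinetically at 0 and 10 min; buffer-only wells as negative control.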
APEX1 inh: APE1 (human) endonuclease inhibition; recombinant APE1, TAMRA/BHQ-2 abasic DNA cleavage fluorescence; hit rate 0.35% among 350,000; AID 2517; P27695; Potency, µM (top dose mostly 65.8 µM), without a hit: at the top dose activity change, negative = inhibition, most hits filed as inhibitors;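 also: potency is read from the fitted curve at half-maximal effect; plate controls were vehicle for no effect and reference inhibitor for full effect; nearly all actives have a fitted effect of over 55% in size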
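Step 1: APE1 (0.75 nM) with compound, 15 min RT. Step 2: add 50 nM fluorophore/quencher THF duplex. Step 3: three fluorescence reads 60 s apart (525/598 nm); read 3 minus read 1 = reaction progress.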
BLM inh: blocks DNA unwinding by human BLM helicase; P54132; recombinant BLM DNA unwinding, fluorescence dequenching; Potency, µM (top dose mostly 56.1 µM), inactives show at the highest dose activity change, negative = inhibition, hits mostly inhibitors; hit rate 0.2% among 350,000;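 also: potency is read from the fitted curve at half-maximal effect; plate controls were vehicle for no effect and no enzyme for full effect; nearly all actives have a fitted effect of over 35% in size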
Apoferritin bind: candidate novel general anesthetic via apoferritin binding | apoferritin/1-aminoanthracene competitive binding, fluorescence | hit rate 0.074% among 350,000 | AID 485281 | Potency, µM (titrated, usually from 77.5 µM), without a hit: at the top dose activity change, negative = displacement, actives largely listed as inhibitors | P02791; also: potency is read from the fitted curve at half-maximal effect; % is scaled to controls: 0 for no effect and ±100 for the full control effect; nearly all actives have a fitted effect of over 20% in size
Target sequence (P02791 2-175 limits assumed): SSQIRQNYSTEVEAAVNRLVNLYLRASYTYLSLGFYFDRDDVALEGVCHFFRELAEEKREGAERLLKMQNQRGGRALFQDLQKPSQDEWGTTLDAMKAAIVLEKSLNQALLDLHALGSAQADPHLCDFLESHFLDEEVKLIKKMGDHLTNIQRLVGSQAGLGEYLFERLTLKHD
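Steps: apoferritin (10 uM) was premixed with half-saturated 1-AMA in PBS, compounds were pin-transferred, plates stood 10 min at room temperature, fluorescence was read at 380/535 nm, and curves were fitted with a Hill equation.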
POLB inh: DNA polymerase beta (human) inhibition; P06746; Pol beta primer extension/strand displacement, fluorescence kinetic; Potency, µM (highest dose often 114 µM), inactives show top-dose activity change, negative = inhibition, hits mostly inhibitors; hit rate 1.3% among 340,000; also: potency is read from the fitted curve at half-maximal effect; % is scaled to controls: 0 for no effect and ±100 for the full control effect
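Pol beta (10 nM) was preincubated with compound for 15 min at room temperature. The reaction was then started with 50 nM substrate and read immediately and after a further 10 min at room temperature.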
POLK inh: blocks human DNA polymerase kappa activity; Q9UBT6; purified Pol kappa, fluorescent DNA synthesis assay, 10 min; Potency, µM (titrated, usually from 107 µM), without a hit: at the highest dose activity, negative = inhibition, hits mostly inhibitors; hit rate 0.53% among 400,000; AID 588579; also: potency is read from the fitted curve at half-maximal effect; % is scaled to controls: 0 for no effect and ±100 for the full control effect
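Here, compound and 10 nM enzyme are combined for 15 min at room temperature; adding 50 nM substrate (final) starts DNA synthesis, tracked by fluorescence at 0 and 10 min against buffer-only wells.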
Pol eta inh: blocks human DNA polymerase eta activity; Q9Y253; recombinant Pol eta, fluorescent DNA replication assay; Potency, µM (titrated, usually from 114 µM), for inactives: at the highest dose activity change, negative = inhibition, usual class: inhibitors; hit rate 1.2% among 390,000; also: potency is read from the fitted curve at half-maximal effect; % is scaled to controls: 0 for no effect and ±100 for the full control effect
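Pol eta at 10 nM preincubated with compounds 15 min at room temperature; reaction started with fluorescent substrate (50 nM final) and read kinetically at 0 and 10 min.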
* = called active by the depositor; i = inactive; ? = inconclusive; . = no result given; [ ] = dose if it differs, or a comment. Unless noted, calls follow the shape of the dose curve; as a rule, active = well fitted curve in the direction sought with a large enough effect; inconclusive = small, poorly fitted or top-dose-only effect, or another doubt; inactive = no such curve, though single readings can be large; an effect the other way counts as inactive or inconclusive. Some of the compounds tested, so the mix of outcomes need not match the whole.

no. | mol | RXFP1 antag | Tb PGK inh | Pol iota inh | APEX1 inh | BLM inh | Apoferritin bind | POLB inh | POLK inh | Pol eta inh
1 | Nc1nc(NCC2CCCO2)nc(Nc2ccccc2F)c1[N+](=O)[O-] (stereo not drawn) | 4 | -1% | 41%[activator] | 0% | 2% | 2% | 1% | 12% | -9%
2 | CC1CCc2nc(NC(=O)CN3CCN(c4ccccc4)CC3)sc2C1 (stereo not drawn) | -20 | 0% | -6% | -4% | -6% | -9% | 3% | 5% | -17%
3 | COc1ccc(CN2C(=O)c3cccnc3C2=O)cc1S(=O)(=O)N(C)c1ccc(C)cc1 | -1 | 1% | ? | -25% | 0% | -19% | 4% | -7% | 3%
4 | O=C(COC(=O)C1COc2ccccc2O1)NC1CCCCC1 (stereo not drawn) | -1 | -1% | 40%[activator] | 7% | . | . | . | -6% | -9%
5 | CCOc1ccc2nc(N(CCN(C)C)C(=O)c3ccc4ccccc4c3)sc2c1 | -17 | i | 9% | -15% | 0% | ? | -10% | -11% | -16%
6 | CN1CCN(S(=O)(=O)c2ccc(SCCOc3ccc(Cl)cc3)nc2)CC1 | -2 | -9% | -12% | -25% | . | . | . | -10% | -26%
7 | Cc1ccc2[nH]c(=O)c(CN(Cc3ccco3)C(=O)N3CCOCC3)cc2c1 | -13 | -6% | -19% | 3% | 0% | -5% | 3% | -10% | -10%
8 | COc1ccc(N2C(=O)CC(NNc3nc4ccccc4s3)C2=O)cc1 (stereo not drawn) | -3 | -8% | 13% | 2% | -9% | -8% | 22% | 1% | -17%
9 | CC(C)c1ccc(/C=C(/C#N)c2nnc(NC(=O)c3ccccc3)s2)cc1 | 5 | i | 148%[activator] | -2% | -4% | -15% | -13% | -2% | -12%
10 | O=C(OCC(=O)N1CCCc2ccccc21)c1ccccc1OC(F)F | -5 | i | -19% | 15% | . | . | . | -4% | -14%
11 | O=C(Nc1ccc(F)c([N+](=O)[O-])c1)C(=O)c1c(O)[nH]c2ccccc12 | 10 | -6% | 31%[activator] | -1% | -3% | -14% | -1% | -4% | -4%
12 | S=C(Nc1ccc(Br)cc1)N1CCn2cccc2C1c1cccnc1 (stereo not drawn) | -24 | -3% | 83%[activator] | -5% | -12% | -9% | 0% | -22% | 3%
13 | FC(F)(F)c1ccccc1-n1c(-c2cnccn2)n[nH]c1=S | -5 | 4% | 83%[activator] | -2% | -4% | 1% | -26% | 8% | -16%
14 | N/C(=N\OC(=O)CCC1CCCCC1)c1ccccn1 | -10 | -10% | 12% | -1% | -1% | ? | 10% | 2% | -17%
15 | CCOC(=O)c1cnc2c(-c3ccc(F)cc3)cnn2c1C(F)(F)F | -11 | -10% | 124%[activator] | -6% | -13% | -10% | 0% | -11% | -9%
16 | COc1ccc(CCNC(=O)C2CCN(Cc3nc(-c4ccccc4C)oc3C)CC2)cc1OC | -13 | -10% | -9% | -4% | 5% | -10% | 35% | -1% | -12%
17 | CCC(c1nnc(SCc2nc3ccccc3s2)n1Cc1ccccc1)N(C)C (stereo not drawn) | -13 | -2% | -6% | -2% | 0% | ? | 9% | -3% | -12%
18 | C=CCNC(=O)CSc1nc2ccccc2c(=O)n1CCc1ccc(OC)c(OC)c1 | -8 | i | 0% | -1% | 0% | -17% | 11% | -5% | -12%
19 | C=CCC[C@@H](Cc1ccc(F)cc1)C(=O)OC[C@@H](C)NC(=O)[C@H](CC=C)CC(=O)N(CCO)Cc1ccccc1 | . | -10% | -4% | 15% | . | . | . | 10% | -23%
20 | CN(C)S(=O)(=O)c1cccc(NC(=O)c2ccc(OC(F)(F)F)cc2)c1 | 2 | 3% | 24% | 2% | -10% | 1% | 4% | -13% | -24%
21 | CCNC(=O)c1cc(Cl)ccc1OC | 0 | 0% | 17% | 2% | 2% | -2% | 19% | -11% | -16%
22 | CCC(CC)C(=O)Nc1cccc(C(=O)NC(C)(C)C)c1 | -10 | -4% | 61%[activator] | 2% | -3% | -8% | 29% | -8% | -16%
23 | CC(=O)c1ccc(N2CCCCC2)c(F)c1 | -7 | i | 42%[activator] | 1% | 3% | -10% | -12% | -3% | -19%
24 | O=C(Nc1ccc(S(=O)(=O)N2CCOCC2)cc1)c1ccc(Cl)cc1Cl | 14 | 6% | 41%[activator] | -7% | -5% | -21% | 6% | -22% | -5%
25 | Cc1ccccc1NC(=O)c1c(C)oc2ccc(O)c(CN3CCN(C)CC3)c12 | -10 | -2% | -19% | . | -14% | -9% | 0% | 8% | 1%
26 | O=C(CSc1c2c(nc3ccccc13)CCC2)Nc1ccc(F)cc1F | 15 | -4% | -8% | . | 2% | -17% | 14% | -12% | -13%
27 | CCOc1ccc(NC(=O)CNC(=O)Cc2ccccc2)cc1 | -5 | 7% | 7% | 21% | -2% | -9% | 0% | -11% | 2%
28 | Cc1[nH]c2ccccc2c1C(=O)COC(=O)c1cccc(S(=O)(=O)N2CCCCC2)c1 | -8 | -9% | 3% | -2% | -8% | -2% | 3% | -14% | -23%
29 | CCN(CC)S(=O)(=O)c1ccc(Cl)c(NC(=O)c2cc(Cl)ccc2Cl)c1 | -4 | 0% | -12% | 2% | 1% | -6% | 14%[57.1 µM] | 1% | -13%
30 | COc1ccc(S(=O)(=O)CCC(=O)Nc2c(C)n(C)n(-c3ccccc3)c2=O)cc1 | -2 | -2% | -1% | -1% | 2% | 2% | -30% | -13% | -13%
31 | CCn1c(-c2ccccc2)csc1=Nc1ccc(S(=O)(=O)O)cc1 | 7 | -10% | -15% | 8% | -3% | -6% | 10% | -4% | -13%
32 | O/N=C/c1ccc2ccccc2c1 | -18 | i | 77%[activator] | -6% | 0% | ? | 6% | 0% | -13%
33 | O=c1c2ccccc2nnn1Cc1ccccc1Cl | 11 | -1% | ? | 5% | -5% | 14µM* | -14% | -7% | -7%
34 | CCCn1ncc(C(=O)NC2CCCN(Cc3ccc(Cl)cc3)C2)c1C (stereo not drawn) | -1 | -9% | 10% | 45%[activator] | 1% | -11% | 36% | 8% | -17%
35 | O=c1[nH]c(-c2ccccn2)nc2sc(-c3ccccc3)cc12 | -23 | -1% | 99%[activator] | -2% | -9% | 2% | -1% | -5% | -13%
36 | Cc1nc(=O)c(-c2ccccc2)c(C)n1CC1CCCO1 (stereo not drawn) | -8 | 10% | 1% | -3% | 0% | -7% | -6% | -2% | 13%
37 | Cc1csc(N/N=C/c2ccccc2F)n1 | -12 | i | 11% | -10% | 3% | 7% | 40% | 2% | -8%
38 | O=C(NCCc1nnc2ccc(N3CCCC3)nn12)c1ccccc1 | -2 | -1% | 16% | . | . | . | . | -15% | -3%
39 | CC(=O)OCc1ccccc1Sc1ccccc1C(=O)NCc1ccccc1 | -17 | 0% | 40%[activator] | 6% | -1% | 0% | -4% | -3% | -19%
40 | O=C(NCc1ccccc1)/C(=C/c1ccc(OC(F)F)cc1)c1ccccc1 | -17 | -8% | 0% | 11% | -10% | 5% | 11%[57.1 µM] | -9% | -19%
41 | Cc1cc(=O)cc(C)n1-c1ccc(O)cc1 | 1 | -3% | 12% | 2% | -8% | -1% | 1% | -5% | -11%
42 | CS(=O)(=O)N1CCCC(C(=O)NCCCN2CCOCC2)C1 (stereo not drawn) | 2 | 7%[11.5 µM] | -10% | 17% | -3% | -5% | 65% | -5% | -6%
43 | Cc1cccc(C)c1NC(=O)CSCC(=O)c1ccc(O)c(O)c1 | -34 | -5% | 20µM* | ? | 2% | -11% | -26% | -40% | ?
44 | O=C(Cc1csc2ccccc12)NCc1ccccc1F | 1 | . | -20% | . | -5% | -3% | 25% | 0% | .
45 | CCC(C)[C@H](NC(=O)N1CC(=O)Nc2ccccc21)C(=O)N[C@H](Cc1ccccc1)C(=O)O (stereo partly drawn) | . | 0% | 24% | 50%[activator] | 1% | -1% | 0% | 20% | -8%
46 | CNC(=O)OCc1nc(SSC(C)(C)C)n(C)c1COC(=O)NC | -1 | -2% | ? | . | . | . | . | 1% | -13%
47 | Cn1c(SCC(=O)NC2CCS(=O)(=O)C2)nc2ccccc21 (stereo not drawn) | 8 | 1% | 34%[activator] | 11% | . | . | . | -12% | 2%
48 | CN(CC(=O)Nc1ccccc1[N+](=O)[O-])Cc1ccc(Br)cc1 | -24 | -13% | 49%[activator] | 7% | -8% | -18% | -2% | -16% | -18%
49 | C/C(=N\NC(=O)c1ccoc1C)c1ccccc1 | -7 | -17% | 52%[activator] | 3% | -9% | -2% | 3% | -2% | 6%
50 | O=C(Cc1cccc2ccccc12)N/N=C/c1ccc(Sc2cccc3cccnc23)o1 | . | . | . | -1% | -2% | -2% | ? | . | .
51 | O=[N+]([O-])c1ccc(C2CNC(c3ccccc3)O2)cc1 (stereo not drawn) | -14 | . | 32%[activator] | -2% | 5% | -1% | -5% | 4% | 3%

5 entries from above, with two lines to a compound:
The line under a structure holds: RXFP1 antag | Tb PGK inh | Pol iota inh | APEX1 inh | BLM inh | Apoferritin bind | POLB inh | POLK inh | Pol eta inh
44. O=C(Cc1csc2ccccc12)NCc1ccccc1F
 : 1 | . | -20% | . | -5% | -3% | 25% | 0% | .
45. CCC(C)[C@H](NC(=O)N1CC(=O)Nc2ccccc21)C(=O)N[C@H](Cc1ccccc1)C(=O)O (stereo partly drawn)
 : . | 0% | 24% | 50%[activator] | 1% | -1% | 0% | 20% | -8%
46. CNC(=O)OCc1nc(SSC(C)(C)C)n(C)c1COC(=O)NC
 : -1 | -2% | ? | . | . | . | . | 1% | -13%
47. Cn1c(SCC(=O)NC2CCS(=O)(=O)C2)nc2ccccc21 (stereo not drawn)
 : 8 | 1% | 34%[activator] | 11% | . | . | . | -12% | 2%
48. CN(CC(=O)Nc1ccccc1[N+](=O)[O-])Cc1ccc(Br)cc1
 : -24 | -13% | 49%[activator] | 7% | -8% | -18% | -2% | -16% | -18%
